# Bioassay records (PubChem BioAssay)
# dFosB activator: activators of delta FosB homodimer, primary screen, biochemical, fluorescence polarization, TAMRA-CDK5 oligo, single point. 0.99% of 340,000 active. purified delta FosB; percent of positive-control signal above neutral wells. activation, % at 25 µM;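 active = mean activation above about 17%, with every replicate also reaching it, limit read from the data, passing the limit was not always enough; inconclusive = only one of the two conditions met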;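 note: fluorescence polarization rise as delta FosB binds a TAMRA Cdk5 AP-1 oligo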
# cardiac RTF act: cardiac RTF calcium sensitivity activators, primary screen, biochemical, IANBD-TnC fluorescence, EC20 calcium. IANBD-labeled TnC RTF fluorescence at EC20 calcium; 0% EC20 calcium, 100% full calcium. Troponin I, cardiac muscle (Homo sapiens) + Troponin T, cardiac muscle (Homo sapiens) + …. 0.24% of 340,000 active. activation, % at 7.2 µM;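 active = activation above the mean over all tested compounds plus 3 SD, cut at about 30% in these data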;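 note: rise in fluorescence read as greater calcium sensitivity of cardiac thin filaments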
# V-ATPase pHluor: regulators of yeast V-ATPase proton pumping, primary screen, pHLuorin cytosolic pH fluorescence | S. cerevisiae | response, % at 10 µM | 0.37% of 350,000 active | AID 504577, 2011; in the data active = response mostly above about 7.3%, no sharp cut-off; inactive = mostly below about 5.4%; note: actives read high; inactives centre near 0; some compounds called inactive have numbers as strong as hits
# CAL PDZ FP-1: untagged CAL PDZ binding inhibitors, primary screen, biochemical, fluorescence polarization, HTS; Golgi-associated PDZ and coiled-coil motif-containing protein (Homo sapiens), Q9HD26; purified CAL PDZ, TMR-peptide fluorescence polarization, 1 h; inhibition, % at 24.9 µM; 0.92% of 300,000 active; AID 602252, 2012;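 active = mean inhibition of at least 30% with at least half of replicates also reaching 30%; inconclusive = no clear call, values can overlap the other calls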;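 note: 0% = DMSO neutral control and 100% = excess unlabeled competitor peptide PRC23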
# Wnt act: Wnt/beta-catenin pathway activators, primary screen, cell-based, plate reader, single point; Wnt/beta-catenin reporter cell assay, activator; activation, % at 9.35 µM; 1.2% of 300,000 active; AID 743398, 2014; in the data active = activation above about 30%, passing the limit was not always enough; inconclusive = no clear call, values can overlap the other calls;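 note: 0% = neutral control wells and 100% = positive control wells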
# Tat transport: E. coli Tat export inhibitors, primary screen, MC4100, TorA-mCherry reporter, fluorescence, single point. inhibition, % at 10 µM. 0.036% of 340,000 active. AID 488895, 2010;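 active = mean replicate inhibition at least 50% and at least half of replicates individually reaching 50%; inconclusive = only one of the two criteria met; inactive = neither criterion met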;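 note: exported cargo escapes ClpAP degradation while cytoplasmic cargo is degraded and loses fluorescence; 0% = median of neutral control wells and 100% = median of NaSCN control wells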
# CDK5 inh: inhibitors of human CDK5/p35 kinase, primary screen, biochemical, single concentration. Cyclin-dependent kinase 5 (Homo sapiens) + Cyclin-dependent kinase 5 activator 1 (Homo …. Recombinant CDK5/p35, ADP-Glo luminescence, 60 min. inhibition, % at 10 µM. 0.01% of 330,000 active;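 active = highest replicate inhibition of at least 50% and at least 75% of replicates reaching 50%; inconclusive = only one of the two criteria met; inactive = both criteria failed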;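 note: plate controls were DMSO neutral control for no effect and GW8510 at 10 µM for full effect; many of its hits are not listed in these tables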
# Target sequence (Q00535 whole entry, looked up): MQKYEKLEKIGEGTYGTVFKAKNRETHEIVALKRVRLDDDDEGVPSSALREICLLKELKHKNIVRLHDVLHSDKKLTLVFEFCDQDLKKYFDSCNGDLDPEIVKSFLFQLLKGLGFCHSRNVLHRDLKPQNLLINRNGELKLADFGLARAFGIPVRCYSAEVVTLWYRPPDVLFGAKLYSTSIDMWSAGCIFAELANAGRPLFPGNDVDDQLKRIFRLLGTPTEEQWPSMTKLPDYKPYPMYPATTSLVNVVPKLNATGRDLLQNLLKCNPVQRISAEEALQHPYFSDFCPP
# Target sequence (Q15078 whole entry, looked up): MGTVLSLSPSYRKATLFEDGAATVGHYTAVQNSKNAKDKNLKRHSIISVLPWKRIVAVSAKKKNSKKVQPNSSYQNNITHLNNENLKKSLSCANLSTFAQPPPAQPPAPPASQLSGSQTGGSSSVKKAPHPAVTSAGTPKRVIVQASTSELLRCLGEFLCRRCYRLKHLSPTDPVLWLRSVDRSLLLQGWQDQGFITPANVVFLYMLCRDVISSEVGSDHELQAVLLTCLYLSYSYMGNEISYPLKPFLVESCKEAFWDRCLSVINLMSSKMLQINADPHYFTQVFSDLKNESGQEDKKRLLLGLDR
# Rtt109 Vps75: inhibitors of C. albicans Rtt109/Vps75 HAT, primary screen, biochemical, ThioGlo CoA-SH fluorescence, plate reader; 0.16% of 330,000 active; inhibition, % at 34.9 µM; Histone acetyltransferase RTT109 (Candida albicans (strain SC5314 / ATCC MYA-2876)), …; AID 540336, 2011; purified Rtt109/Vps75, 4 h;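 active = inhibition of at least 50% in every replicate; inconclusive = best replicate reaches 50% inhibition but some replicates fall short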
# Target sequence (Q5AAJ8 whole entry, looked up): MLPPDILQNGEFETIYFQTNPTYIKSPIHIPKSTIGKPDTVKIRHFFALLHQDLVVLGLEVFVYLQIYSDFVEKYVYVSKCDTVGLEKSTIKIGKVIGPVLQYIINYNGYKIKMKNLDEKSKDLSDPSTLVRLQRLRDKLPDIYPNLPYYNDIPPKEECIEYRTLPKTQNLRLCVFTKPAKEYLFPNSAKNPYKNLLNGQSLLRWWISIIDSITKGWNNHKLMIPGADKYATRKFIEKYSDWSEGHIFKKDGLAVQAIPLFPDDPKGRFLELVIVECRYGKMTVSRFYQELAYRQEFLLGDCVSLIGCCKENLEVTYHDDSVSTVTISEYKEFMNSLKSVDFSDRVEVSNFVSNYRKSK
# MITF act: activators of MITF-driven TRPM1 promoter reporter, primary screen, cell-based, SK-MEL-5, luciferase, single point; SK-MEL-5 TRPM1-promoter luciferase, 24 h; % of positive control, neutral wells = 0; activation, % at 12.5 µM; 0.75% of 300,000 active; AID 588334, 2011;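 active = mean activation of at least 80% with every replicate also reaching 80%; inconclusive = mean reaches 80% but some replicate falls short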;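 note: 0% = neutral control wells and 100% = parthenolide positive control wells; values of inactives mirror those of a sister screen read the other way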
# CAL PDZ FP-2: CAL PDZ peptide-binding inhibitors, primary screen, biochemical, fluorescence polarization, Cer-tagged CAL PDZ, HTS; inhibition, % at 20 µM; 0.02% of 330,000 active; purified CAL PDZ, TMR-peptide fluorescence polarization, 1 h; AID 504414, 2011;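 active = highest replicate inhibition of at least 40%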;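 note: plate controls were DMSO neutral control wells for no effect and unlabeled competitor peptide control wells for full effect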
#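 material = purified tagged CAL PDZ domain construct (CerCALP) | buffer or medium = sodium phosphate/NaCl buffer pH 7.4 with TCEP, IgG, Thesit | reagent = TMR-labelled reporter peptide T*-PRC34 bound in PDZ groove | incubation = 1 h room-temperature incubation prior to read | measured by = fluorescence polarization (mP) | evaluation = percent inhibition from loss of millipolarization | control set = unlabelled peptide and DMSO controls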
# An asterisk follows results filed as active; ? = inconclusive; . = no result given.
# Values in the order – dFosB activator	cardiac RTF act	V-ATPase pHluor	CAL PDZ FP-1	Wnt act	Tat transport	CDK5 inh	Rtt109 Vps75	MITF act	CAL PDZ FP-2
1: C=CC[C@@H](CC(=O)OC(C)(C)C)C(=O)OC[C@H]1CCCN1C(=O)[C@@H](CC=C)CC(=O)N[C@H](CO)Cc1ccccc1
→ -1	3	2	4	2	12	-0.2	-1	1	0.0
2: COc1ccc(CCNC(=O)c2cc(-c3ccc(C)c(C)c3O)n[nH]2)cc1OC
→ 8	-1	0	-1	.	-1	0.7	-5	16	-1.9
3: COc1ccc(C2C(C(=O)O)CCC(=O)N2c2ccc(OC)cc2)cc1 (stereo not given)
→ -1	2	0	-7	-3	-5	-7.3	-1	-2	0.7
4: Cc1ccccc1C(=O)OC1OC(=O)C(Cl)=C1Nc1ccccc1 (stereo not given)
→ -8	.	-4	5	-2	7	0.6	5	-5	-0.7
5: Fc1ccc(NC(=S)N2CCN(C/C=C/c3ccccc3)CC2)c(F)c1
→ -13	1	5	-7	-1	-9	-0.8	.	-13	-0.8
6: CCOC(=O)N(C)S(=O)(=O)c1ccccc1[N+](=O)[O-]
→ -5	0	4	-4	-2	0	2.5	27	-6	-1.4
7: CNC(=O)CSc1nnc(NC(=O)C2CC(=O)N(c3ccccc3OC)C2)s1 (stereo not given)
→ -7	3	-1	.	-3	-4	1.7	-2	-13	-3.3
8: COc1ccc(CNC(=O)Cc2nn(C)c(=O)c3ccccc23)cc1
→ -1	-2	3	1	.	-6	-0.1	-3	-6	.
9: O=C(c1ccccc1)c1ccc(OCC(O)CNCc2cccc(Cl)c2)cc1 (stereo not given)
→ -11	-1	-2	-5	0	-13	-0.9	-14	0	0.1
10: COc1ccccc1N(C)S(=O)(=O)c1ccc(Cl)c(C(=O)OCc2c(C)noc2C)c1
→ -2	6	0	-1	-2	22	-1.6	4	-11	-0.5
11: NS(=O)(=O)c1ccc(NC(=O)Nc2ccc(Cl)cc2)cc1
→ 3	-2	2	-5	23	-3	1.2	-13	30	-3.7
12: O=C(COc1ccccc1Br)NCCc1nc2ccccc2[nH]1
→ 5	-1	0	-1	.	-2	.	-11	-4	-0.3
13: N=C1C(c2nc(-c3ccc(F)cc3)cs2)=C(O)CN1Cc1ccc(Cl)cc1
→ 0	1	7	0	.	-6	-5.6	-7	8	0.2
14: CNc1cc(C)c(C#N)c2nc3ccccc3n12
→ -2	-3	0	2	1	-3	0.4	-1	.	0.1
15: Cc1ccc(C(C)C)c(OCC(=O)OCc2c(C)noc2C)c1
→ -6	4	-1	-4	.	3	-0.8	-8	0	.

# Additional results follow.
# Values in the order – dFosB activator	cardiac RTF act	V-ATPase pHluor	CAL PDZ FP-1	Wnt act	Tat transport	CDK5 inh	Rtt109 Vps75	MITF act	CAL PDZ FP-2
16: O=C(O)c1ccccc1C(=O)Nc1ccc(-c2csc(-c3ccccc3)n2)cc1
→ -5	0	2	-6	.	-2	-0.3	-4	62	-1.8
17: Cc1ccc(CCNC(=O)C2CCCN(S(=O)(=O)c3cccs3)C2)cc1 (stereo not given)
→ 0	4	-2	-3	-4	0	-16	-9	3	-0.9
18: O=C(COC(=O)c1ccc2c(c1)C(=O)N(Cc1ccncc1)C2=O)Nc1cccc2ccccc12
→ 27*	3	0	1	1	11	1.3	12	-8	-0.2
19: Cc1cc(N/N=C/c2ccc(Cl)cc2)nc(NCc2ccccc2)n1
→ 53*	-8	-1	2	-1	6	-0.4	4	8	-1.7
20: CCOC(=O)Cn1c(=O)c(-c2ccccc2NCc2ccccc2)nc2ccccc21
→ -6	11	-1	1	-1	-7	0.5	-25	-13	-0.8
21: CCc1nnc(NC(=O)CSc2nnc(C)n2CC2CCCO2)s1 (stereo not given)
→ 4	1	0	-1	0	0	-0.2	9	9	-0.6
22: c1ccc(CN2CCC3(CC2)Nc2ccccc2CO3)cc1
→ -7	7	-1	-3	1	0	0.8	12	3	.
23: CCN(C(=O)CSc1cc(C)c2ccccc2n1)c1c(N)n(Cc2ccccc2)c(=O)[nH]c1=O
→ -8	1	-1	3	-2	-6	-1.9	-13	-2	-5.6
24: COc1cccc(NC(=O)CS(=O)(=O)Cc2nc(-c3ccc(C)cc3)oc2C)c1
→ -6	-2	-2	1	0	0	1.4	-3	-6	-2.8
25: CCOc1ccc(CN2CCN(C3CCC3)CC2CCO)cc1 (stereo not given)
→ -5	-7	0	-5	-1	6	-0.9	-5	0	0.0
26: c1csc(Cc2nc3ccccc3[nH]2)c1
→ 4	-3	-2	5	18	-16	0.8	2	27	-0.7
27: CCN1CCN(C(=O)c2ccc3c(c2)N(Cc2ccccc2)C(=O)c2ccccc2S3(=O)=O)CC1
→ -2	1	3	.	5	-6	2.1	11	5	-1.7
28: Cc1cc(C)c(C2=CSC3=NS(=O)(=O)CCN23)c(C)c1
→ -2	1	5	.	-1	5	0.8	8	-8	-0.7
29: O=C(N/N=C/c1c[nH]c2ccccc12)c1ccc([N+](=O)[O-])cc1Cl
→ 3	-1	-2	4	.	-9	-1.4	.	-20	-0.8
30: Cc1cccc(N(CC(=O)Nc2ccccc2F)S(C)(=O)=O)c1
→ 6	2	-4	-4	-4	-9	0.6	10	.	-0.2

# Next compounds follow:
# Values in the order – dFosB activator	cardiac RTF act	V-ATPase pHluor	CAL PDZ FP-1	Wnt act	Tat transport	CDK5 inh	Rtt109 Vps75	MITF act	CAL PDZ FP-2
31: COCCCn1c(SCC(=O)Nc2nc3ccccc3s2)nnc1-c1ccoc1C
→ -15	6	5	0	-3	-5	-0.4	-2	.	-2.3
32: CC(=O)C(C)Oc1ccc2c3c(c(=O)oc2c1)CCCCC3 (stereo not given)
→ -14	-1	2	-3	.	-5	1.2	4	?	-0.8
33: COc1ccc(NC(=O)N(C)C[C@H]2Oc3c(NS(=O)(=O)c4cccs4)cccc3C(=O)N([C@H](C)CO)C[C@@H]2C)cc1
→ -1	-6	-1	11	7	8	-1.4	3	5	0.8
34: CCOC(=O)c1sc2nc(C3CC3)cc(-c3ccc(F)cc3)c2c1N
→ -2	-12	-1	-1	-4	1	-1.7	-25	-9	-2.3
35: CC(/C=N/n1c(-c2cccnc2)n[nH]c1=S)=C\c1ccco1
→ -17	4	-3	.	2	-12	-0.3	-8	20	-2.1
36: Cc1nc2ccccc2c(=O)n1NC(=O)Nc1ccccc1
→ -3	-3	4	-4	.	-2	-1.8	-15	8	-2.9
37: CCCNC(=O)c1onc(CSc2ccc(Cl)cc2)c1C(=O)NCC1CC1
→ 1	3	-6	-1	-4	12	0.8	4	-3	-0.3
38: COc1ccc2oc(C(=O)NCCN3CCOCC3)c(C)c2c1OC
→ -7	3	2	-1	-1	1	-0.4	-8	-4	-2.8
39: COc1cc2c(cc1NC(=O)CSc1nnnn1-c1ccccc1)oc1ccccc12
→ -4	2	-2	-4	.	7	1.9	0	5	0.6
40: CCOC(=O)N1CCN(C(=O)CCS(=O)(=O)c2ccc(Br)s2)CC1
→ -8	2	-2	-3	.	2	-1.9	26	-7	-1.9
41: COc1ccc(NS(=O)(=O)c2cccc(C(=O)NCCCn3ccnc3)c2)cc1
→ 3	-4	-4	3	0	-6	2.8	-1	-19	-2.1
42: Cn1nc2sc3ccccc3n2c(=O)c1=O
→ 2	-3	-2	-2	0	-7	1.4	0	.	-0.7
43: CC(C)c1ccccc1NC(=S)NCc1nc2ccccc2[nH]1
→ -13	2	1	-1	0	-3	2.2	-4	-9	-1.0
44: CC1CCN(S(=O)(=O)c2cccc(C(=O)NC3CCCCC3)c2)CC1
→ -10	1	0	2	1	4	-6.0	-9	0	-1.7
45: CC(=O)Nc1ccc(S(=O)(=O)NCCSCc2ccc(Cl)cc2Cl)cc1
→ 4	6	-1	-5	-4	-2	-0.9	0	4	0.0

# Brought forward from above: 4 entries, then new ones.
no. | canonical_smiles | dFosB activator | cardiac RTF act | V-ATPase pHluor | CAL PDZ FP-1 | Wnt act | Tat transport | CDK5 inh | Rtt109 Vps75 | MITF act | CAL PDZ FP-2
42 | Cn1nc2sc3ccccc3n2c(=O)c1=O | 2 | -3 | -2 | -2 | 0 | -7 | 1.4 | 0 | . | -0.7
43 | CC(C)c1ccccc1NC(=S)NCc1nc2ccccc2[nH]1 | -13 | 2 | 1 | -1 | 0 | -3 | 2.2 | -4 | -9 | -1.0
44 | CC1CCN(S(=O)(=O)c2cccc(C(=O)NC3CCCCC3)c2)CC1 | -10 | 1 | 0 | 2 | 1 | 4 | -6.0 | -9 | 0 | -1.7
45 | CC(=O)Nc1ccc(S(=O)(=O)NCCSCc2ccc(Cl)cc2Cl)cc1 | 4 | 6 | -1 | -5 | -4 | -2 | -0.9 | 0 | 4 | 0.0
46 | O=C(CSc1nnc(-c2cccc(F)c2)o1)N1CCCC1 | 0 | 1 | -2 | 2 | 12 | 1 | -0.4 | -13 | 45 | -2.7
47 | CCOc1ccc(NC(=O)[C@@H]2CCC(=O)N2C2OC(=O)c3ccccc32)cc1 (stereo not given in full) | 1 | -2 | 2 | -3 | -2 | 1 | -2.2 | -7 | 4 | -0.8
48 | CC(C)NC(=O)c1cc2n(n1)C(C(F)(F)F)CC(c1ccco1)N2 (stereo not given) | -1 | -2 | 4 | . | -1 | -7 | -5.6 | 2 | 1 | -0.4
49 | O=C(O)COc1ccccc1/C=N/NC(=O)CN1CCN(Cc2ccc(Cl)cc2)CC1 | -3 | -4 | 1 | -7 | -1 | 5 | 0.2 | -1 | -4 | -3.6
50 | CC(C)OC(=O)c1ccc(NC(=O)c2ccccc2)cc1 | 3 | -1 | -6 | -6 | . | 3 | 1.7 | -1 | 60 | -1.9
51 | CC(=O)NC(Cc1ccccc1C)C(=O)NC1CCN(C(=O)c2ccc(C)cc2)CC1 (stereo not given) | -8 | 9 | 1 | -3 | -3 | 2 | 0.0 | -3 | -5 | -0.6
52 | Cc1nc(-c2ccc(Cl)cc2)sc1C1(C)CC(c2c(Cl)cccc2Cl)=NO1 (stereo not given) | -5 | 8 | 1 | -1 | 1 | -4 | 0.6 | -2 | 6 | -0.5
53 | Cc1c(/C=C/C(=O)c2ccccc2O)cnn1C | -10 | 13 | 2 | 0 | -2 | -1 | -4.5 | 3 | ? | -0.4
